Assay outcomes as filed in PubChem.
NPY-Y1 PAM-ag – potentiators or agonists of human neuropeptide Y receptor Y1. NPY-Y1 expressing cells, potentiator/agonist activation. activation, % at 3.6 µM. 0.37% of 220,000 active. AID 1304; in the data active = activation above about 33%, passing the limit was not always enough;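 note: cells stimulated with NPY at EC10 then isoproterenol at EC100; 0% = low agonist plus stimulus and 100% = saturating agonist plus stimulus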
NPY-Y1 antag – blocks the human neuropeptide Y Y1 receptor. P25929. HEK293-CNG Y1 cells, membrane potential fluorescence; NPY at EC95, then isoproterenol. inhibition, % at 3.6 µM. 1% of 200,000 active;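 active = inhibition above the campaign mean inhibition of all tested compounds plus 3 SD, cut at about 20% in these data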;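 note: 0% = DMSO wells given NPY plus isoproterenol and 100% = isoproterenol alone without NPY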
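Material: HEK293 Y1/CNG channel cell line; also added: NPY (25 nM), isoproterenol (1 µM), Ro 20-1724 (25 µM); doses: one concentration, 3.6 µM, in 0.4% DMSO; schedule: compound incubation 1 h at room temperature, readout 45 min post-stimulation; technique: membrane potential fluorescence; measure: fluorescence ratio normalized to % inhibition between controls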
Ba/F3 V617F tox – loss of viability in JAK2V617F-driven Ba/F3 cells | Ba/F3 EpoR-JAK2V617F viability, ATP luminescence | inhibition, % at 5.6 µM | 1.1% of 220,000 active;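 active = inhibition above the campaign mean plus 3 SD over all tested compounds, cut at about 24% in these data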;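 note: cytokine-independent growth of Ba/F3 cells driven by EpoR plus mutant JAK2; 0% = DMSO-treated cells and 100% = JAK inhibitor I control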
S1P4 agonist – activates the human S1P4 receptor. 0.35% of 220,000 active. activation, % at 4.98 µM. O95977. S1P4-expressing cell line, agonist reporter assay; in the data active = activation above about 11%;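 note: 0% = DMSO vehicle and 100% = reference agonist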
Target sequence (O95977 whole entry, looked up): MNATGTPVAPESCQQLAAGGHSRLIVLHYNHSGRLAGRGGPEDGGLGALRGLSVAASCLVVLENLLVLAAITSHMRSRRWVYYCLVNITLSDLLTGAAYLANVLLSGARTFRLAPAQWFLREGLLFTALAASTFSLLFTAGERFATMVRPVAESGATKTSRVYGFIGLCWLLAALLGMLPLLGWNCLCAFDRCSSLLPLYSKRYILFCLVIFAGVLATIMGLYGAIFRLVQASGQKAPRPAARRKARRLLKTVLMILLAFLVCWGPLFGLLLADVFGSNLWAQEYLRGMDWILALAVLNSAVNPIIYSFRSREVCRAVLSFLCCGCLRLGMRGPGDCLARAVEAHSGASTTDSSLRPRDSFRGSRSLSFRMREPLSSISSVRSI
NCF1 inh – p47phox (human) inhibition; p47phox/p22phox peptide binding, fluorescence polarization, 2 h; inhibition, % at 24.7 µM; 0.53% of 220,000 active; AID 1274;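 active = inhibition above about 30%, limit read from the data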;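 note: 0% = p47phox with labelled peptide and 100% = labelled peptide alone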
BaF3 parental – parental Ba/F3 viability inhibition as JAK2V617F counter-screen. 1.1% of 220,000 active. CellTiter-Glo ATP luminescence. inhibition, % at 5.6 µM. AID 1486;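 active = inhibition above a per-campaign cutoff, the mean inhibition of all tested compounds plus 3 SD, cut at about 27% in these data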;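 note: 0% = DMSO wells and 100% = JAK Inhibitor I control wells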
NPY-Y2 PAM-ag – human NPY-Y2 potentiation or agonism, primary screen. P49146. cells expressing NPY-Y2, potentiator/agonist read-out. activation, % at 3.6 µM. 0.45% of 220,000 active; in the data active = activation above about 27%;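 note: cells stimulated with NPY near EC25 plus isoproterenol at EC100; 0% = vehicle plus submaximal agonist and 100% = vehicle plus saturating agonist; some results beyond the cut were filed as inactive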
Target sequence (P49146 whole entry, looked up): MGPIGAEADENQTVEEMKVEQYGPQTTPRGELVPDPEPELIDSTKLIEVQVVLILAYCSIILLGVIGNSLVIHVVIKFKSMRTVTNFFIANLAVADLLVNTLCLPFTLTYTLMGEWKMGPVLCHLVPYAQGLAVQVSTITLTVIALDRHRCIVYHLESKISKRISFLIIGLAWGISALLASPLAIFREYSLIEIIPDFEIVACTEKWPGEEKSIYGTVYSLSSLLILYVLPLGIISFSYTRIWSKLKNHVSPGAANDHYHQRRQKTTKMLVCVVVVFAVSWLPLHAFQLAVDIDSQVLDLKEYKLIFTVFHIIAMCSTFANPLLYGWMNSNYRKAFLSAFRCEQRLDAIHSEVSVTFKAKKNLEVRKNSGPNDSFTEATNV
S1P4 antag – human S1P4 receptor antagonism. O95977. S1P4-expressing cells, antagonist mode, reporter read-out. inhibition, % at 4.98 µM. 0.26% of 220,000 active. AID 1510; in the data active = inhibition above about 29%;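 note: 0% = wells stimulated with agonist and 100% = vehicle wells without agonist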
CHOP inh – blocks CHOP induction under ER stress; 3.8% of 220,000 active; CHO-K1 CHOP-promoter luciferase, tunicamycin-induced, 15-18 h; inhibition, % at 10 µM;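 active = compounds that reduced the stress-induced luciferase reporter signal by more than about 70% of percent inhibition, limit read from the data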;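 note: 0% = tunicamycin plus vehicle and 100% = wells without tunicamycin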
Starred values were filed as active, the others as inactive; · = not tested or not shown.

SMILES	NPY-Y1 PAM-ag	NPY-Y1 antag	Ba/F3 V617F tox	S1P4 agonist	NCF1 inh	BaF3 parental	NPY-Y2 PAM-ag	S1P4 antag	CHOP inh
OC(COC(c1ccccc1)c1ccccc1)CN1CCOCC1 (stereo not given)	-9	9	-1	1.8	1	81*	-12	7	-9
CC(Sc1nnc(Cc2ccc3c(c2)OCO3)o1)C(N)=O (stereo not given)	5	-3	2	3.1	-11	1	5	-6	2
CC1=NN(c2ccccc2)C(=O)/C1=C/C=C/c1ccc(N(C)C)cc1	19	-3	-6	-0.7	44*	-2	13	-10	14
CSCC[C@H](NC(=O)c1cc([N+](=O)[O-])ccc1Cl)c1nc2ccccc2[nH]1	-6	-7	-2	5.6	-10	4	11	-25	16
O=C1CCCN1CCCNc1ncnc2c1[nH]c1ccccc12	6	7	-3	1.5	·	2	-12	6	·
O=C(Nc1ccc(F)cc1F)Nc1ccc(F)cc1F	1	-9	18	-3.1	-5	56*	1	17	-23
COc1ccc(/C=C/C(=O)c2oc3ccc(F)cc3c2C)cc1	7	3	-1	1.1	-7	3	8	14	33
CCOC(=O)c1c(-c2ccc(C)s2)csc1NC(=O)c1cccs1	-6	3	4	1.2	-4	5	2	-2	11
O=C(NCc1ccccc1)C1=C[C@H](c2ccc(Br)cc2)C[C@H](OCc2ccc(CO)cc2)O1	-3	0	-1	1.0	-11	1	5	-2	14
COc1ccc(C(C)=O)cc1COc1ccc(Cl)cc1Cl	-45	·	3	-1.1	-12	-6	-36	2	34
CCCCNC1=C(Br)C(=O)CC(C)(C)C1	10	-1	-3	-0.5	-10	-1	11	-6	41
CC(C)Cn1c(N)c(C(=O)CSc2nnnn2C)c(=O)n(C)c1=O	16	-4	2	0.2	-5	9	-12	-2	-6
COCCn1c(C)cc(C(=O)CSc2nc3ccccc3c(=O)n2C(C)COC)c1C (stereo not given)	13	-1	1	0.9	1	0	-7	-5	26
Cc1ccccc1-n1nc(CSc2nc3ccccc3[nH]2)c(-c2ccccc2)c1N	-2	12	-4	0.7	-4	5	11	-10	15
COC(=O)c1c(C)oc(C)c1S(=O)(=O)N1CCCCC1	1	·	-1	-0.7	-8	0	0	0	5
Cc1cc(C)c(OCCCCNCc2ccccc2)c(Cl)c1	-9	11	3	1.1	-5	1	-19	-3	75*
Nc1ccc(Cl)cc1C(=O)OCC(=O)NC1CCS(=O)(=O)C1 (stereo not given)	3	·	2	1.1	2	-2	0	13	13
O=C(c1nc2ccccn2c1CNCCCn1ncc2ccccc21)N1CCOCC1	-21	3	0	0.4	-3	8	-27	-9	27
CC1(C)SC(=S)N(NC(=O)Nc2cccc3ccccc23)C1N(O)C(=O)Nc1ccccc1 (stereo not given)	17	-1	2	1.6	-27	8	24	-2	100*
CCCCN(c1ccc(C(=O)OC)cc1)S(=O)(=O)c1ccccc1	-8	86*	-2	-0.3	5	3	-15	14	28
Cc1ccc(OCCNC(=O)/C=C/c2ccc([N+](=O)[O-])cc2)cc1C	-28	17	1	1.4	-3	-2	-8	-3	5
CCc1cc2c(=O)nc3n(c2s1)Cc1ccccc1/C3=C(/O)c1cccc([N+](=O)[O-])c1	-4	5	-3	-0.7	-26	1	20	0	20
O=[N+]([O-])C(/C=C(\Cl)[N+](=O)[O-])=C1N(Cc2ccc(Cl)nc2)CCN1Cc1ccc(Cl)nc1	-8	8	3	5.1	-7	3	2	-18	-32
C=CCc1cccc(CNc2ccc(Br)cc2)c1O	-6	-3	3	-0.1	3	1	-6	6	13
Cc1ccc(C)c(OCC(O)CN2CCC(C)CC2)c1C (stereo not given)	-4	5	-2	-0.1	-5	2	-3	-20	-8
Carrying on.
SMILES	NPY-Y1 PAM-ag	NPY-Y1 antag	Ba/F3 V617F tox	S1P4 agonist	NCF1 inh	BaF3 parental	NPY-Y2 PAM-ag	S1P4 antag	CHOP inh
Cc1[nH]c2ccccc2c1C(c1ccncc1)N1CCN(c2ccc(F)cc2)CC1 (stereo not given)	-9	-3	4	0.8	4	6	6	-27	26
CC(C)OCCCNC(=O)Cc1ccc(F)cc1	8	9	-1	-1.0	5	4	9	-6	10
CS(=O)(=O)N1CCC(C(=O)Nc2ccc(C(F)(F)F)cc2)CC1	-3	-1	1	0.9	-5	-1	1	-2	-11
Cc1nc(N2CCN(Cc3ccccc3)CC2)[nH]c(=O)c1C	1	3	1	0.8	·	8	-8	-34	·
Cn1c(=O)[nH]c(=O)c2c1nc(N1CCOCC1)n2CCc1ccccc1	12	3	-1	0.2	1	7	-10	0	2
CCN(Cc1ccccc1)C(=O)CS(=O)(=O)c1ccccc1	11	8	-1	0.3	-10	0	-10	-2	-24
N#Cc1ccc(-c2ccco2)nc1SCC(=O)c1ccc(Cl)cc1	-9	3	1	2.3	-26	5	-10	9	20
O=C(CSc1nccc(-c2cccs2)n1)Nc1cccc(Cl)c1	-37	·	2	0.3	-17	-5	-24	1	3
Cc1ccc(NC(=O)c2ccc3ccccc3n2)cc1S(=O)(=O)N(C)C	-4	9	3	1.4	-2	6	2	1	-7
CCN(Cc1ccncc1)C(=O)CCc1nnc(CCc2ccc(OC)cc2)o1	14	3	-2	1.6	3	6	6	-8	27
Cc1cccc(NC(=O)c2ccccc2-c2ccccc2)c1	7	2	2	0.5	-10	6	-1	9	5
CC(=O)N(c1ccccc1)c1nc(C)cc(C)c1C#N	-34	-3	-2	1.7	8	2	-13	-3	6
CCOc1ccc(CCNC(=O)C2CCN(c3nn4c(=O)cc(C)nc4s3)CC2)cc1OCC	-4	1	-2	1.8	-14	6	-6	-11	-2
CCOC(=O)C1(C/C(C)=N/NC(N)=O)CC(C)(C)OC1=O (stereo not given)	9	0	5	-0.4	-1	8	5	-8	19
Cc1cccc(-n2c(SCC(=O)O)nc3sc4c(c3c2=O)CCC4)c1	-22	·	-1	1.3	0	-5	-10	-11	8
Cc1nnc(SCC(=O)N2CCc3ccccc32)n1-c1ccccc1	8	-5	-1	-1.3	-11	3	17	-13	-22
O=S(=O)(N1CCCCC1)N1CCN(c2ccc(F)cc2)CC1	13	-5	-3	-0.6	-8	3	5	-7	27
Cc1ccc(S(=O)(=O)N2CCN(CC(O)c3ccccc3)CC2)cc1 (stereo not given)	1	-3	-1	-1.1	4	0	3	-11	7
Cc1ccc(NC(=O)CN(C)CC(=O)Nc2cccc(F)c2)cc1S(=O)(=O)N1CCCCCC1	15	3	3	0.3	-6	5	22	-10	33
CC(=O)N1CC2([N+](=O)[O-])CN(C(C)=O)CC([N+](=O)[O-])(C1)C2(C)C	6	0	-4	0.5	3	4	10	0	3
COc1cc2c(cc1OC)C(=S)NC1(CCCC1)C2	2	-1	-5	-2.6	9	-5	7	3	12
CSCc1nnc(NC(=O)c2ccc(S(=O)(=O)N(C)C)cc2)o1	4	5	-3	1.2	-6	1	3	-11	-18
CCCNC(=O)c1ccccc1NS(=O)(=O)c1ccc2c(c1)OCCO2	15	-1	-2	-1.4	-4	2	6	-24	15
CCn1c(SCC(=O)c2cc(C)ccc2C)nc2cc(S(=O)(=O)N3CCOCC3)ccc21	-31	16	0	2.9	-20	6	-1	10	29
COc1ccc(C(C[N+](=O)[O-])c2c(-c3ccccc3)cc3ccccn23)c(OC)c1 (stereo not given)	22	0	-1	0.1	-46	3	12	-13	-193

15 structures already listed, sorted by SMILES length, ascending:
SMILES	NPY-Y1 PAM-ag	NPY-Y1 antag	Ba/F3 V617F tox	S1P4 agonist	NCF1 inh	BaF3 parental	NPY-Y2 PAM-ag	S1P4 antag	CHOP inh
COc1cc2c(cc1OC)C(=S)NC1(CCCC1)C2	2	-1	-5	-2.6	9	-5	7	3	12
Cc1cccc(NC(=O)c2ccccc2-c2ccccc2)c1	7	2	2	0.5	-10	6	-1	9	5
CCN(Cc1ccccc1)C(=O)CS(=O)(=O)c1ccccc1	11	8	-1	0.3	-10	0	-10	-2	-24
Cc1nc(N2CCN(Cc3ccccc3)CC2)[nH]c(=O)c1C	1	3	1	0.8	·	8	-8	-34	·
Cc1nnc(SCC(=O)N2CCc3ccccc32)n1-c1ccccc1	8	-5	-1	-1.3	-11	3	17	-13	-22
N#Cc1ccc(-c2ccco2)nc1SCC(=O)c1ccc(Cl)cc1	-9	3	1	2.3	-26	5	-10	9	20
CSCc1nnc(NC(=O)c2ccc(S(=O)(=O)N(C)C)cc2)o1	4	5	-3	1.2	-6	1	3	-11	-18
CCCNC(=O)c1ccccc1NS(=O)(=O)c1ccc2c(c1)OCCO2	15	-1	-2	-1.4	-4	2	6	-24	15
Cc1cccc(-n2c(SCC(=O)O)nc3sc4c(c3c2=O)CCC4)c1	-22	·	-1	1.3	0	-5	-10	-11	8
Cc1ccc(NC(=O)c2ccc3ccccc3n2)cc1S(=O)(=O)N(C)C	-4	9	3	1.4	-2	6	2	1	-7
Cc1[nH]c2ccccc2c1C(c1ccncc1)N1CCN(c2ccc(F)cc2)CC1 (stereo not given)	-9	-3	4	0.8	4	6	6	-27	26
CCOc1ccc(CCNC(=O)C2CCN(c3nn4c(=O)cc(C)nc4s3)CC2)cc1OCC	-4	1	-2	1.8	-14	6	-6	-11	-2
CCn1c(SCC(=O)c2cc(C)ccc2C)nc2cc(S(=O)(=O)N3CCOCC3)ccc21	-31	16	0	2.9	-20	6	-1	10	29
COc1ccc(C(C[N+](=O)[O-])c2c(-c3ccccc3)cc3ccccn23)c(OC)c1 (stereo not given)	22	0	-1	0.1	-46	3	12	-13	-193
Cc1ccc(NC(=O)CN(C)CC(=O)Nc2cccc(F)c2)cc1S(=O)(=O)N1CCCCCC1	15	3	3	0.3	-6	5	22	-10	33

(cont.)
SMILES	NPY-Y1 PAM-ag	NPY-Y1 antag	Ba/F3 V617F tox	S1P4 agonist	NCF1 inh	BaF3 parental	NPY-Y2 PAM-ag	S1P4 antag	CHOP inh
COc1ccc(/C=C/C(=O)NCc2c(C)nn(C)c2C)cc1COc1ccc(Br)cc1	8	3	2	-0.2	-10	3	6	0	18
CCOc1ccccc1NC(=O)c1cccc(S(=O)(=O)N(Cc2ccccc2)c2ccccc2OC)c1	-26	3	-2	-0.5	-1	6	-18	0	0
CCOc1ccc(N=C(/C(C(=O)C(=O)N2CCOCC2)=C(\O)c2ccccc2)c2ccccc2)cc1	3	4	1	-0.2	-9	6	3	-16	-13
Cc1ccc(SC(C)C(=O)Nc2ccncc2)cc1 (stereo not given)	7	2	2	2.9	-1	9	-9	-8	42
CCCS(=O)(=O)N1CCCC(C(=O)NCCCN2CCCC2=O)C1 (stereo not given)	10	-1	-4	0.6	-12	-3	7	-14	-3
COc1ccc(N2CCN(C(=O)Cn3nnc(-c4ccccc4N)n3)CC2)cc1	0	0	-1	-2.2	-8	1	-6	-7	-3
